TAG inh – triacylglycerol accumulation inhibition; hit rate 0.66% among 230,000; AID 651582; H9c2 cells, Nile Red lipid (TAG) fluorescence; cells loaded with 200 µM oleic acid; inhibition, % at 12.5 µM;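 active = pattern-corrected inhibition of lipid staining of at least 50% with the nuclear-stain viability signal not falling by more than 50%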;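 note: 0% = DMSO wells and 100% = triacsin C control wells; some results filed as inactive read as strong as hits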
TAG inh DAPI viability – also measured in TAG inh; calls as there; DAPI nuclei signal change (viability), lower = more cytotoxic, %;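 whole-well DAPI fluorescence read on a plate reader as a viability signal; minus 50 percent equals half of cells still viable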
An asterisk follows results filed as active; & = joins results of further samples. These rows are one share of the data (hit frequency here may not be typical).

SMILES	TAG inh	TAG inh DAPI viability
O=P(c1ccccc1)(c1ccccc1)c1ccccc1C(Br)Br	-11	-2
O=S(=O)(/N=C(/Nc1nc2ccccc2s1)c1ccccc1)c1ccc(F)cc1	-2	-3
O=C(Nc1ccc(-c2nc3cc(Cl)ccc3o2)cc1)C1CCCO1 (configuration not stated)	7	3
COc1ccc([C@H]2N[C@]3(CCCN(CC4CCCCC4)C3=O)[C@H]3C(=O)N(Cc4ccccc4)C(=O)[C@@H]23)cc1	-8	-8
O=C(CSc1nnc(C2CC2)n1Cc1ccco1)NCC(F)(F)F	-9	-5
O=C(c1cccc(C(F)(F)F)c1)N1CCC(O)(CS(=O)(=O)Cc2ccccc2)CC1	-10	-4
CCOC(=O)c1ccc(N/C=C2\CCCCC2=O)cc1	-1	6
Cc1cccc(-n2c(CNC(=O)c3ccccc3)nnc2SCC(=O)Nc2nccs2)c1	1	-1
O=C(CSc1nnc(-c2n[nH]c3ccccc23)n1-c1ccccc1)Nc1ccccc1Cl	-5	8
Cc1ccc(NC(=O)C(C)OC(=O)CCN=C2NS(=O)(=O)c3ccccc32)cc1 (configuration not stated)	-11	0
COCCOCCn1cnc2ccccc21	-7	-10
CN(C(=O)COC(=O)c1ccc2c(c1)OCO2)c1c(N)n(Cc2ccccc2)c(=O)[nH]c1=O	-8	4
CCOC(=O)C1=C(C)OC(N)=C(C#N)C1c1ccc(O)c(OC)c1 (configuration not stated)	8	2
C#CCNC(=O)c1csc([C@@H]2O[C@H](CO)[C@@H](O)[C@H]2O)n1	-8	3
CCOC(=O)Cc1c(C)nc(Cc2ccc(OC(C)C)cc2)[nH]c1=O	-12	1
CN(C)CCOC(=O)COc1ccc(Cl)cc1	11	-1
CC(=O)Nc1ccc2c(COC(=O)[C@@H](NS(=O)(=O)c3ccc(C)cc3)C(C)C)cc(=O)oc2c1	4	28
CC(=O)NCCc1ccc(S(=O)(=O)NC2OC(=O)c3ccccc32)cc1 (configuration not stated)	7	18
COC(=O)Cn1c(CN2CCOCC2)nc2c1c(=O)n(C)c(=O)n2C	16	1
Cc1c(NCc2cc(Cl)ccc2O)c(=O)n(-c2ccccc2)n1C	11	-7
CCOc1ccc(-c2nc(C#N)c(NCC3CCCO3)o2)cc1 (configuration not stated)	4	12
CCN1CCN(C(=O)CCN2C(=O)c3ccccc3C2=O)CC1	-7	13
O=C(NNC(=O)C(O)(c1ccccc1)c1ccccc1)C1CC1	-2	11
CCNc1nc(NC(C)C)nc(N(C)C#N)n1	-9	5
COC(=O)c1ccccc1NC(=O)C1CC(=O)N(c2ccc(F)cc2)C1 (configuration not stated)	8	-6
COCCN(C(=O)CSCC(=O)Nc1ccc(C)cc1)c1c(N)n(CC(C)C)c(=O)[nH]c1=O	5	1
C[C@H]1CN([C@@H](C)CO)C(=O)CCCn2nncc2CO[C@H]1CN(C)C(=O)C1CCCCC1	9	-10
CC(=O)c1c(C)nn(CC(O)COc2ccc3ccccc3c2)c1C (configuration not stated)	-15	-5
CCCCn1c(/N=C/c2ccc(N(C)C)cc2)nc2ccccc21	-8	-12
C/C(=N\NC(=O)CSCc1ccc([N+](=O)[O-])cc1)c1ccccc1	-10	-1
CCCC(=O)Nc1ccc(-c2nc3cc(C)ccc3o2)cc1	20	3
CCO/C=C1/C(=O)N(c2ccccc2OC)C(=O)c2ccccc21	-30	-12
CC(=O)NCC1CCCN(Cc2cn(-c3ccccc3F)nc2-c2cc(C)sc2C)C1 (configuration not stated)	13	-8
CCCC1CC(=O)NC1(C(=O)OCC)C(=O)OCC (configuration not stated)	2	4
CC(=O)N1CCn2c3ccc(C)cc3c3cccc1c32	8	-5
C[C@@H]1CCC[C@]2(O[C@H](CCO)C[C@@H](O)[C@@H]2O)O1	-1	-2
Cc1cccc(NS(=O)(=O)c2ccc(NC(=O)N3CCCCC3)cc2)c1	-33	11
CC(C)NC(=O)c1cc(C2CCCCN2S(=O)(=O)c2cccc3cccnc23)on1 (configuration not stated)	17	-23
COc1cc(/C=C/CNC[C@H]2O[C@@H](n3cc(C)c(=O)[nH]c3=O)C[C@@H]2O)ccc1O	19	-5
CCOc1ccccc1N(CC(=O)Nc1ccc(S(=O)(=O)N2CCOCC2)cc1)S(=O)(=O)c1ccccc1	-101	1
Cc1cc(C(=O)N2CCN(c3ccc(F)cc3)CC2)on1	1	-1
Cc1ccccc1C(=O)N1CCC(C(=O)OCc2ccccn2)CC1	3	-1
CCC1CCCCN1Cc1nc2c(c(=O)n(C)c(=O)n2C)n1CCC(C)C (configuration not stated)	-5	-13
O=c1c(/C=N/OCc2ccc(Cl)cc2Cl)c[nH]n1-c1cccc(Cl)n1	1	0
Cc1ccc(C)c(N2CCN(C(=O)C(Cc3ccccc3)n3cccc3)CC2)c1 (configuration not stated)	3	-4
CC1(C)N=C(N)N=C(N)N1c1ccc(OCC(=O)N2CCOCC2)c(Cl)c1	13	-14
O=C(NCCc1ccccc1)c1cnc2n(c1=O)CCS2	-4	2
Cc1cc(Br)ccc1NC(=O)CN(C)C(=O)C1CSC2(C)CCC(=O)N12 (configuration not stated)	15	-8
COc1c(/C=N/NC(=O)[C@H]2C[C@@H]2c2ccccc2)c(CCN(C)C(C)=O)cc2c1OCO2	0	-5
O=C1CCC(=O)N1OCCCOc1ccc(Br)cc1Cl	20	-14
CC1(C)N=C(N)NC(Nc2cccc(Br)c2)=N1	-2	-12
CCOC(=O)N1CCN(c2c(N3CCN(C(=O)OCC)CC3)c(=O)c2=O)CC1	-1	-4
CCCCc1ccc(NC(=S)NCCO)cc1	2	1
CC(=O)Nc1ccc(NC(=O)N2CCCCC2)cc1	1	7
Cc1occc1C(=O)N/N=C/c1cnn(C)c1C	1	9
O=C(Nc1ccncc1)c1cn(-c2ccccc2)nc1-c1cccs1	36	-6
COC(CN(C)C(C(=O)NC1CCCCC1)c1ccccc1)OC (configuration not stated)	-4	-16
CCOC(=O)CSc1nnc(CNc2ccc(Cl)cc2)n1Cc1ccccc1	-4	-1
O=C(N/C(=C\c1ccc(Br)cc1)C(=O)N1CCCC1)c1cccs1	-8	1
O=C(c1ccc2c(c1)OCO2)C1CCCN(Cc2cc(F)ccc2-n2cccn2)C1 (configuration not stated)	-7	6

19 of the compounds above, with two lines to a compound:
The line under a structure holds: TAG inh | TAG inh DAPI viability
> Cc1ccccc1C(=O)N1CCC(C(=O)OCc2ccccn2)CC1
  3 | -1
> CCC1CCCCN1Cc1nc2c(c(=O)n(C)c(=O)n2C)n1CCC(C)C (configuration not stated)
  -5 | -13
> O=c1c(/C=N/OCc2ccc(Cl)cc2Cl)c[nH]n1-c1cccc(Cl)n1
  1 | 0
> Cc1ccc(C)c(N2CCN(C(=O)C(Cc3ccccc3)n3cccc3)CC2)c1 (configuration not stated)
  3 | -4
> CC1(C)N=C(N)N=C(N)N1c1ccc(OCC(=O)N2CCOCC2)c(Cl)c1
  13 | -14
> O=C(NCCc1ccccc1)c1cnc2n(c1=O)CCS2
  -4 | 2
> Cc1cc(Br)ccc1NC(=O)CN(C)C(=O)C1CSC2(C)CCC(=O)N12 (configuration not stated)
  15 | -8
> COc1c(/C=N/NC(=O)[C@H]2C[C@@H]2c2ccccc2)c(CCN(C)C(C)=O)cc2c1OCO2
  0 | -5
> O=C1CCC(=O)N1OCCCOc1ccc(Br)cc1Cl
  20 | -14
> CC1(C)N=C(N)NC(Nc2cccc(Br)c2)=N1
  -2 | -12
> CCOC(=O)N1CCN(c2c(N3CCN(C(=O)OCC)CC3)c(=O)c2=O)CC1
  -1 | -4
> CCCCc1ccc(NC(=S)NCCO)cc1
  2 | 1
> CC(=O)Nc1ccc(NC(=O)N2CCCCC2)cc1
  1 | 7
> Cc1occc1C(=O)N/N=C/c1cnn(C)c1C
  1 | 9
> O=C(Nc1ccncc1)c1cn(-c2ccccc2)nc1-c1cccs1
  36 | -6
> COC(CN(C)C(C(=O)NC1CCCCC1)c1ccccc1)OC (configuration not stated)
  -4 | -16
> CCOC(=O)CSc1nnc(CNc2ccc(Cl)cc2)n1Cc1ccccc1
  -4 | -1
> O=C(N/C(=C\c1ccc(Br)cc1)C(=O)N1CCCC1)c1cccs1
  -8 | 1
> O=C(c1ccc2c(c1)OCO2)C1CCCN(Cc2cc(F)ccc2-n2cccn2)C1 (configuration not stated)
  -7 | 6

Later entries:
SMILES	TAG inh	TAG inh DAPI viability
CCc1cc(=O)oc2c(CN3CCCC3)c(O)c(Cl)cc12	20	47
CCCCn1c(N)c(N(CCOC)C(=O)CN2C(=O)C3CCCCC3C2=O)c(=O)[nH]c1=O (configuration not stated)	5	-8
CCCCc1ccc(CC(=O)Nc2cc(S(=O)(=O)N3CCOCC3)ccc2O)cc1	-57	4
CCC(=O)OC1(C(=O)CCl)[C@@H](C)C[C@H]2[C@@H]3CCC4=CC(=O)C=C[C@]4(C)[C@@]3(F)[C@@H](O)C[C@@]21C (some centres not stated)	32	16
C[C@@H]1CN([C@@H](C)CO)C(=O)CCCn2nncc2CO[C@@H]1CN(C)C(=O)c1ccncc1	-6	3
CC(=O)c1c(C)[nH]c(C(=O)NC2CCSc3ccccc32)c1C (configuration not stated)	10	7
COc1cccc(OC)c1C(=O)NC(=S)Nc1ccc2oc(-c3ccncc3)nc2c1	6	-17
COc1cc(NC(=S)NCCO)c(OC)cc1Cl	7	-11
CC(C(=O)Nc1ccc2c(c1)OCCO2)N(C)Cc1c(F)cccc1Cl (configuration not stated)	1	-1
Fc1ccc(CSc2ncnc3nc[nH]c23)cc1	-8	0
Cc1c(Cl)cccc1NC(=S)NCC(c1cccnc1)N(C)C (configuration not stated)	-8	7
Cc1ccc(NC(=O)CSc2ccc(-c3ccco3)nn2)c(C)c1	0	-6
O=C(NCc1c(Cl)cccc1Cl)c1ccc2nnsc2c1	-16	7
C/C(=C/c1oc2ccc(O)cc2c1[N+](=O)[O-])N(C)C	4	-9
CCOc1ccc(CCNC(=O)CN2CCN(Cc3ccccc3C)C2=O)cc1OCC	60*	-13*

The final two entries of the part before are carried over, then new ones follow:
SMILES	TAG inh	TAG inh DAPI viability
C/C(=C/c1oc2ccc(O)cc2c1[N+](=O)[O-])N(C)C	4	-9
CCOc1ccc(CCNC(=O)CN2CCN(Cc3ccccc3C)C2=O)cc1OCC	60*	-13*
CCCCC(NC(C)=O)c1nc2ccccc2[nH]1 (configuration not stated)	11	5
Cc1cccc(NC(=O)CSc2ncnc3nc[nH]c23)c1	-2	9
Cc1ccc(N2C(=O)N3[C@H](c4ccc(F)cc4)[C@@H]4C(=O)N(C5CCCCC5)C(=O)[C@@H]4[C@]3(Cc3ccccc3)C2=O)cc1	23	-7
N#Cc1cccc(NCC(=O)Nc2ccc3c(c2)OCCO3)c1	15	-10
Cc1ccc(S(=O)(=O)CCC(=O)OCc2nc(N)nc(Nc3ccccc3C)n2)cc1	-1	-4
Cc1ccc(OCCNC(=O)c2ccccc2N)cc1	-21	8
O=C(CSc1nc2ccsc2c(=O)n1Cc1ccccc1)NCC1CCCO1 (configuration not stated)	2	1
C/C(=N\NC(=O)C(O)c1ccccc1)c1cccnc1 (configuration not stated)	0	1
CSc1ncccc1C(=O)OCC(=O)NCc1cccs1	-7	1
COc1ccc(OC)c(NS(=O)(=O)c2ccc3[nH]c(=O)[nH]c3c2)c1	-7	12
Cc1c(O)cccc1C(=O)N[C@@H](CSc1ccccc1)[C@H](O)CN1C[C@H]2CCCC[C@H]2C[C@H]1C(=O)NC(C)(C)C	29&32	-13&-15
COc1ccc(CC(=O)Nc2ccc(-c3cn4ccccc4n3)cc2)cc1OC	20	10
COc1ccc(-c2ccc(CCC(=O)O)n2Cc2ccco2)cc1	6	1
CCN(C(=O)COC(=O)Cc1c[nH]c2ccccc12)c1c(N)n(Cc2ccccc2)c(=O)[nH]c1=O	-11	0
CCN(C(=O)CN1CC(C)OC(C)C1)c1c(N)n(Cc2ccccc2)c(=O)[nH]c1=O (configuration not stated)	-3	4
COCCN(CCOC)Cc1c(O)ccc2c3c(c(=O)oc12)CCC3	-10	97
COC(=O)c1cccc(N2C(=O)C3CC=CCC3C2=O)c1 (configuration not stated)	4	-6
CCOc1ccccc1C=NNC(=O)C1CC1	8	-1
CCCCc1ccccc1NC(=S)NC1CCCC1	-18	6
COC(=O)C1=C(C(=O)OC)[C@@H]2N(C)c3ccccc3[C@@]23C[C@@H](C(=O)OC)N(C(=O)c2ccc(Br)cc2)C3=N1	-11	6
CCOC(=O)c1[nH]c(C)c(/C(O)=C2\C(=O)C(=O)N(CCCn3ccnc3)C2c2ccncc2)c1C (configuration not stated)	-5	-2
O=c1cc(C(F)(F)F)[nH]c2c(OC(F)(F)F)cccc12	-5	1
O=C1CCSc2ccc(Cl)cc2N1Cc1ccccc1	-8	6
COc1ccc(Cl)c(-c2cc(C(=O)NCc3ccc(C(F)(F)F)cc3)[nH]n2)c1	-74	15
C#CCNc1cc(-c2ccccc2)nc2ncnn12	13	2
O=C(NCCC(=O)N(Cc1ccco1)Cc1cccs1)c1ccccc1Cl	-2	0
Cc1ccc(OCCN2C(=O)NC3(CCc4ccccc4C3)C2=O)cc1 (configuration not stated)	-3	3
CC1CCC(NS(=O)(=O)c2ccc(Cl)s2)CC1 (configuration not stated)	-40	2
COC(=O)c1cnc(Oc2ccc(NC(=O)NC(=O)c3c(F)cccc3F)cc2)cc1C(F)(F)F	-4	1
Cc1cc(C)cc(C(O)c2ncc(-c3ccccc3C(F)(F)F)[nH]2)c1 (configuration not stated)	-1	-6
CC(C)(C)c1ccc(C(O)c2ncc(-c3ccc(F)cc3)[nH]2)cc1 (configuration not stated)	-27	-1
CCOC(=O)c1nn(-c2ccccc2)c(=O)cc1OCC(=O)Nc1cc(C)ccc1OC	19	-4
Cc1c(C(=O)OCC(=O)NCc2ccco2)oc2ccccc12	7	1
CC(C(=O)OCC(=O)N1CCCCC1)N1C(=O)c2ccccc2C1=O (configuration not stated)	16	-6
COc1ccccc1OCCCCN1CCCCC1	-12	8
CC(C)(C)NCCOc1ccc2ccccc2c1	5	12
Cn1c(=O)n(C)c2cc(/C=N/NC(=O)c3ccc(Cl)cc3Cl)ccc21	3	-1
Cc1cnc(C)c(Nc2nc(C(N)CCc3ccccc3)cs2)n1 (configuration not stated)	0	17
COc1cc(/C=N/NC(=O)CSCc2ccc([N+](=O)[O-])cc2)cc(OC)c1OC	-17	0
O=C(Nc1cc(Cl)ccc1Oc1ccccc1)C1=COCCO1	-1	-5
COc1cc(C(=O)NCCC(=O)NCc2cccs2)cc(OC)c1OC	5	4
